BAZ2B block – qHTS Assay for Inhibitors of BAZ2B | Potency, µM (highest dose often 114 µM), inactives show top-dose activity change, negative = inhibition, most hits filed as inhibitors | AlphaScreen BAZ2B-H3K14Ac peptide displacement | hit rate 4.4% among 360,000 | Bromodomain adjacent to zinc finger domain protein 2B (Homo sapiens), Q9UIF8 | AID 504333, 2011; also: potency is read from the fitted curve at half-maximal effect; % is scaled to controls: 0 for no effect and ±100 for the full control effect; nearly all actives have a fitted effect of over 60% in size
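AlphaScreen luminescence quantifies BAZ2B engagement of H3K14Ac peptide; the protein and biotinylated peptide are both at 50 nM final, buffer PBS pH 7.4 with 0.01% Tween-20, all steps at room temperature.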
PI4K2A inh – qHTS for small molecular inhibitors of PI4K2A. Phosphatidylinositol 4-kinase type 2-alpha (Homo sapiens), Q9BTU6. activity change, negative = inhibition, % at 76.9 µM. hit rate 0.13% among 420,000. purified PI4K2A, ADP-Glo luminescence, 1 h; hits give low values; in the data active = activity change below about -50%; inconclusive = mostly about -30% to -49%;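 also: -100% = wells without enzyme as full effect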
Target sequence (Q9BTU6 whole entry, looked up): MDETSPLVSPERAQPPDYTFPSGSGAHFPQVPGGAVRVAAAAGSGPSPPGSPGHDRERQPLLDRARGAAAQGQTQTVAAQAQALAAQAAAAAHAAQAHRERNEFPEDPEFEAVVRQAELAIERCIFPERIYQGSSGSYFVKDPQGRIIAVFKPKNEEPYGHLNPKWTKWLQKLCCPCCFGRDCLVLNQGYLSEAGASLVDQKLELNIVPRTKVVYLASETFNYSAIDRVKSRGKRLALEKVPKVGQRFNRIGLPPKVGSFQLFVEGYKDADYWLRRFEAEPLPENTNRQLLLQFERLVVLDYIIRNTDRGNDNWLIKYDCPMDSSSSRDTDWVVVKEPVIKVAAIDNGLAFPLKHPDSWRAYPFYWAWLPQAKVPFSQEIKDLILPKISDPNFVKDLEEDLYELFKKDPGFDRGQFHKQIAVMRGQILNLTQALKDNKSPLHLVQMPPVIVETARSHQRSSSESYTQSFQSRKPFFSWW
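In this quantitative HTS, ADP production by PI4K2A was quantified luminescently after 1 h at ambient temperature; 100 microM adenosine served as plate-quality control.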
G9a block – qHTS Assay for Inhibitors of Histone Lysine Methyltransferase G9a; G9a H3K9 monomethylation, AlphaScreen, 2 h; Potency, µM (titrated, usually from 102 µM), inactives show top-dose activity, negative = inhibition, actives largely listed as inhibitors; hit rate 8.8% among 350,000; also: potency is read from the fitted curve at half-maximal effect; % is scaled to controls: 0 for no effect and ±100 for the full control effect; nearly all actives have a fitted effect of over 75% in size
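Using a bead-based AlphaScreen, monomethylated H3K9 product from 2 h room-temperature reactions (G9a 20 nM, peptide 500 nM, SAM 20 uM) was detected with 0.5 ug/mL rabbit anti-H3K9me1 antibody.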
Pin1 inhibitor – qHTS Assay to Find Inhibitors of Pin1; Peptidyl-prolyl cis-trans isomerase NIMA-interacting 1 (Homo sapiens), Q13526; Pin1 FP peptide displacement, HiFluor488, 10 min; Potency, µM (titrated, usually from 115 µM), without a hit: at the top dose activity, negative = inhibition, most hits filed as inhibitors; hit rate 0.009% among 390,000; active = well fitted inhibition curve with a large enough effect in the polarisation, with a control signal flat, not every such curve was filed as active; inconclusive = small, poorly fitted or top-dose-only effect, or effect the other way, or a change in a side signal; inactive = no such curve, though single readings can be large or run the other way; the % refers to the polarisation; also: potency is read from the fitted curve at half-maximal effect; % is scaled to controls: 0 for no effect and ±100 for the full control effect
ERG-DNA inh – qHTS for Small Molecule Inhibitors of the ERG Ets/DNA interaction | fluorescence polarization, His-ERG Ets domain / labelled DNA | Potency, µM (highest dose often 76.9 µM), inactives show at the highest dose FP activity, negative = inhibition, actives largely listed as inhibitors | hit rate 0.028% among 370,000; active = well fitted inhibition curve with a large enough effect in the polarisation, with a control signal flat; inconclusive = small, poorly fitted or top-dose-only effect, or effect the other way, or a change in a side signal; inactive = no such curve, though single readings can be large or run the other way; the % refers to the polarisation;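 also: polarization taken with two DNA probes labelled with fluorescein and Texas red; potency is read from the fitted curve at half-maximal effect; % of control where 0% means no effect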
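His-tagged ERG Ets domain (1 uM in the protein solution; 300mM KCl, 50mM Tris-HCl, 1mM EDTA, 1mM DTT, pH 7.5) received compound, then a probe mix of 5 nM fluorescein-DNA and 100nM Texas-615-DNA. Fluorescence polarization was read for both dyes.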
GLS inh – qHTS for Inhibitors of Glutaminase (GLS); Glutaminase kidney isoform, mitochondrial (Homo sapiens), O94925; hit rate 0.21% among 410,000; Potency, µM (highest dose often 45.5 µM), inactives show at the top dose activity change, negative = inhibition, hits mostly inhibitors; GLS enzymatic activity, qHTS titration; also: potency is read from the fitted curve at half-maximal effect; % is scaled to controls: 0 for no effect and ±100 for the full control effect
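Human kidney-isoform GLS in 45 mM KH2PO4 pH 8.2, 0.02% Tween-20, with compound, started with 1mM L-Glutamine (added stock). Glutamate oxidase/HRP/Amplex red coupled fluorescence read at start and after 30 min at RT.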
HP1b chromo inh – HTS for Inhibitors of HP1-beta Chromodomain Interactions with Methylated Histone Tails | Chromobox protein homolog 1 (Homo sapiens), P83916 | AlphaScreen HP1-beta / biotin-H3K9me3 peptide binding | Potency, µM (titrated, usually from 114 µM), for inactives: at the top dose activity change, negative = inhibition, usual class: inhibitors | hit rate 0.56% among 390,000 | AID 540317, 2011; also: potency is read from the fitted curve at half-maximal effect; nearly all actives have a fitted effect of over 70% in size; inactives centre near 23
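Compound inhibition of the preformed complex between 50 nM HP1-beta and 50 nM biotinylated H3K9me3 peptide was read by AlphaScreen. Buffer was PBS pH 7.4 with 0.01% Tween-20. Incubations ran 30 min at room temperature, with 10 ug/mL donor/acceptor beads.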
PGK inhibitor – qHTS Assay to Find Inhibitors of Phosphoglycerate Kinase | Phosphoglycerate kinase, glycosomal (Trypanosoma brucei brucei), P07378 | PGK/GAPDH coupled, Kinase-Glo luminescence, 60 min | Potency, µM (series often up to 57.5 µM), without a hit: top-dose activity change, negative = inhibition, most hits filed as inhibitors | hit rate 0.043% among 380,000 | AID 602233, 2012; also: potency is read from the fitted curve at half-maximal effect; % is scaled to controls: 0 for no effect and ±100 for the full control effect; nearly all actives have a fitted effect of over 60% in size
Target sequence (P07378 whole entry, looked up): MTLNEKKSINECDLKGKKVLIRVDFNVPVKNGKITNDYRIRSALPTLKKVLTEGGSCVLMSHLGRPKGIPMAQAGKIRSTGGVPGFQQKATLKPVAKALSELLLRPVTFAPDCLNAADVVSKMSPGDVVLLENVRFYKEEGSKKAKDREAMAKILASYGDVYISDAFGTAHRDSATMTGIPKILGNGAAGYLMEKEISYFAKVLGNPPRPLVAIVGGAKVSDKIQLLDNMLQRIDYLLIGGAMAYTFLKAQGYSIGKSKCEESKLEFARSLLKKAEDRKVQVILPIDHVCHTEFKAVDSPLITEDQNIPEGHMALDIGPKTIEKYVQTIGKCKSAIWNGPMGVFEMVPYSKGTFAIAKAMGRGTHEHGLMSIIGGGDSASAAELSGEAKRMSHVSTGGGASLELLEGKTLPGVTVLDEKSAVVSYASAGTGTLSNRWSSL
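Luminescent ATP detection (Kinase-Glo Plus) follows a 60-minute room-temperature incubation, with wells lacking PGK as controls. Buffer: 100 mM TEA (pH 7.6), 5 mM MgCl2, 0.01% Tween-20. Coupling enzyme GAPDH (100 nM final) supplies unstable 1,3-BPG in-well.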
JMJD2A Tudor – qHTS Assay for Inhibitors of JMJD2A-Tudor Domain | Lysine-specific demethylase 4A (Homo sapiens), O75164 | AlphaScreen JMJD2A-Tudor / H3K4me3 peptide binding | Potency, µM (top dose mostly 114 µM), for the others: top-dose activity change, negative = inhibition, hits mostly inhibitors | hit rate 4.4% among 390,000 | AID 504339, 2011; also: potency is read from the fitted curve at half-maximal effect; % is scaled to controls: 0 for no effect and ±100 for the full control effect; nearly all actives have a fitted effect of over 50% in size
An asterisk follows results filed as active; i = inactive; u = inconclusive; x = not tested or not shown; [ ] = remark or other dose. Unless noted, calls follow the shape of the dose curve; as a rule, active = well fitted curve in the direction sought with a large enough effect; inconclusive = small, poorly fitted or top-dose-only effect, or another doubt; inactive = no such curve, though single readings can be large; an effect the other way counts as inactive or inconclusive.

SMILES	BAZ2B block	PI4K2A inh	G9a block	Pin1 inhibitor	ERG-DNA inh	GLS inh	HP1b chromo inh	PGK inhibitor	JMJD2A Tudor
Cc1cc(C)c(NC(=O)Cn2c(=O)nc(-c3ccccc3)c3cc(Cl)ccc32)c(C)c1	-6%	7	-2%[59 µM]	-2%	4%	-10%	-4%	-4%	-18%
O=C(Nc1nnc(-c2cccs2)o1)c1cccc(F)c1	x	-5	x	3%	-8%	1%	50%[activator]	7%	-12%
COc1ccccc1CC(=O)N(CCC1=CCCCC1)c1c(N)n(Cc2ccccc2)c(=O)[nH]c1=O	-3%	-2	u	0%	-8%	-23%	9%	-9%	-1%
CC(C)n1cnnc1SCC(=O)Nc1ccc(Br)cc1F	-14%	1	5%	7%	6%	4%	30%	6%	-4%
COc1ccc(CCNC(=O)c2c(C)nn(-c3ccc(F)cc3)c2-n2cccc2)cc1OC	-15%	0	-29%[59 µM]	-1%	-3%	-5%	33%	9%	0%
CN(c1ccccc1)S(=O)(=O)c1ccc(Cl)c(C(=O)OCC(=O)N2CCOCC2)c1	0%	1	-4%	-5%	-1%	-5%	35%	-8%	-19%
CCOc1ccc(N2C(=O)c3cccnc3C2Nc2ccc(C)c(C)c2)cc1 (stereo unspecified)	-31%	1	89µM*	2%	0%	13%	3%	-8%	-20%
CN(Cc1ccccc1)C1(CNC(=O)CCC(F)(F)F)Cc2ccccc2C1	8%	3	11%	-3%	-11%	-9%	63%[activator]	i	-1%
CCC1=Nc2cc(C(=O)NCCN3CCOCC3)ccc2Sc2ccc(Br)cc21	u	11	u	-1%	-5%	-1%	0%	-4%	u
CCOc1ccc(S(=O)(=O)N(CC)CC)cc1N	x	-3	3%	-9%	0%	5%	12%	-1%	-11%
Cc1ccc(C)c(SCC(=O)OCC(=O)N2CC(C)OC(C)C2)c1 (stereo unspecified)	-5%	-2	-10%	0%	-26%	6%	17%	-10%	-8%
COC(=O)c1nn(-c2ccc(OC)cc2)c(=O)cc1NN	-31%	-19	45µM*	-1%	5%	0%	49%[activator]	6%	-2%[57.1 µM]
O=C(NCc1ccncc1)c1cc(S(=O)(=O)N2CCOCC2)c(Cl)cc1Cl	6%	-2	-4%	1%	3%	0%	9%	i	-14%
Cc1cc(COc2ccccc2O)on1	6%	-16	71µM*	0%	-7%	14%	47%[activator]	-6%	2%
N=c1c(C(=O)NCC2CCCO2)cc2c(=O)n3ccccc3nc2n1Cc1ccc(F)cc1 (stereo unspecified)	-12%	-2	22%	3%	0%	-15%	42%[activator]	-4%	-5%
N#CCCN1CCN(S(=O)(=O)c2ccc(S(=O)(=O)N3CCCC3)cc2)CC1	-3%	-3	1%[59 µM]	-1%	-1%	1%	41%[activator]	i	-13%
CCN(CC)c1ccc(C(=O)N/N=C(\C)c2ccc(OC)c(OC)c2)cc1	u	-3	3%[59 µM]	-4%	4%	18%	14%	-1%	-16%
Cc1noc(C)c1NC(=O)Nc1ccc2c(c1)C(=O)N([C@H](C)CO)C[C@H](C)[C@@H](CN(C)C(=O)NC1CCCCC1)O2	x	-4	x	-6%	9%	4%	63%[activator]	4%	-14%
COc1ccc(O)c(C(=O)c2cc(C#N)c(=O)n(CC3CCCO3)c2)c1 (stereo unspecified)	-7%	-2	x	8%	4%	33%	16%	2%	-10%
Cc1cc(C)cc(OCC(=O)N2CCC(c3nc4ccccc4s3)CC2)c1	1%	2	-4%[59 µM]	-6%	-6%	-1%	59%[activator]	8%	-11%
CCC(=O)N(Cc1cc2c(C)ccc(C)c2[nH]c1=O)C1CCCCC1	3%	3	u	2%	-6%	-5%	7%	i	-9%
CC1CCCN(CCCNC(=O)c2ccc(NC(=O)C3=CSCCO3)cc2)C1 (stereo unspecified)	0%	8	-1%	1%	13%	-4%	13%[57 µM]	-9%	4%
COC(=O)[C@]1(C)N[C@H](CN(C)S(=O)(=O)c2ccc(-c3ccccc3)cc2)[C@@H]2C(=O)N(C)C(=O)[C@@H]21	x	4	x	-4%	4%	-6%	49%[activator]	-6%	-6%
Cn1c(Cn2c(=O)sc3ccccc32)nnc1SCC(=O)N1CCOCC1	-2%	3	-6%[59 µM]	1%	3%	0%	45%[activator]	-6%	-6%
CCN(CC(=O)Nc1ccc(NC(C)=O)cc1)C(=O)c1ccc2c(c1)S(=O)(=O)N=C1CCCCCN12	8%	0	13%[0.501 µM]	2%	15%	33%[activator]	20%	-4%	0%
CN(CC(=O)Nc1ccc(F)cc1)C(=O)COc1ccc([N+](=O)[O-])cc1Cl	-18%	1	-40%	-2%	3%	-5%	7%	-7%	-2%
CN(C)c1ccc(N2C(=NC(=O)CCc3ccccc3)SC3CS(=O)(=O)CC32)cc1 (stereo unspecified)	-21%	-2	5%[0.0925 µM]	-5%	0%	1%	25%	10%	-8%
Cc1oc(-c2ccccc2F)nc1CS(=O)(=O)CC(=O)NCCCN1CCN(C)CC1	-8%	4	x	-1%	6%	5%	12%[57 µM]	7%	-6%
Cc1sc2c(c1C)c(=O)n(-c1ccccc1)c(=O)n2CC(=O)NCC1CCCO1 (stereo unspecified)	x	-3	9%	1%	-8%	-2%	41%[activator]	3%	0%
NCCNC[C@@H]1COC2(CCCCCCCCCCC2)O1	u	10	x	-1%	-6%	3%	29%	-10%	u
CCCCc1c(C)nc2c(OC)cccc2c1SCC(=O)O	-2%	-5	x	-6%	1%	4%	44%[activator]	-3%	-5%
CCCSc1nnc(C(C)C)n1N	28%	0	-4%	1%	-10%	12%	15%	-7%	-27%
COc1ccc(NC(=O)CCc2nnc3ccc(N4CCN(c5cccc(OC)c5)CC4)nn23)cc1	u	-3	u	5%	2%	22%	10%	-5%	-32%
Cc1nnc(SCC(=O)Nn2cnnc2)s1	-2%	-3	3%	-2%	3%	0%	25%	i	-3%
Cc1ccc(C(=O)OCC(=O)Nc2c(C)n(C)n(-c3ccccc3)c2=O)cc1[N+](=O)[O-]	0%	0	4%	-8%	-7%	0%	10%	2%	5%
OC(c1nc2ccccc2[nH]1)C(O)c1nc2ccccc2[nH]1 (stereo unspecified)	-29%	-2	-4%[0.501 µM]	2%	-1%	2%	55%[activator]	6%	-17%
CC(C)Oc1ccc(C(=O)Nc2ccc(N3CCN(C(=O)c4ccco4)CC3)cc2)cc1	0%	-1	-21%	3%	-5%	-8%	25%	-5%	-8%
CCNS(=O)(=O)c1ccc(CCC(=O)Nc2ccccc2)cc1	-23%	-1	-7%	-1%	-4%	-2%	27%	-9%	4%
C=CCSc1nnc(-c2cccnc2)o1	12%	-7	-14%[59 µM]	-3%	-4%	-3%	33%	-8%	-30%
Cc1ccc2nc(C)cc(C(=O)OCC(=O)c3ccc(Cl)c([N+](=O)[O-])c3)c2c1	u	5	x	14%	-9%	3%	0%	-10%	u
O=C(Cc1cccs1)N/N=C/C(Br)=C/c1ccccc1	-38%	10	7%[59 µM]	2%	-2%	-4%	12%	0%	-10%
CN1C(=O)c2ccccc2C(C(=O)NCCCN2CCCC2=O)C1c1c[nH]c2ccccc12 (stereo unspecified)	u	3	-40%[59 µM]	4%	-2%	2%	16%	-5%	-10%
CCC(=O)Nc1nonc1-c1nc2ccccc2n1Cc1ccccc1	1%	1	-3%[59 µM]	8%	5%	2%	13%	-3%	12%[57.1 µM]
COc1ccc(N2CCN(CCCNC(=O)c3ccc(CS(=O)(=O)c4ccc(OC)cc4)o3)CC2)cc1	u	1	2%[0.0925 µM]	-7%	3%	47%[activator]	-23%	-1%	u
CCCCCn1c(=O)[nH]c2cc(C(=O)NC3CCN(Cc4ccccc4)CC3)ccc2c1=O	x	3	x	-6%	3%	0%	32%[activator]	-3%	4%
COC(=O)CSc1nc2ccc(C)cc2[nH]1	1%	-3	28µM*	8%	2%	10%	34%	3%	-23%
O=S(=O)(c1ccccc1)c1nc(-c2ccccc2F)oc1N1CCOCC1	u	3	u	19%	2%	14%	-15%	-5%	-22%
CC(=O)N1CCN(C(=O)CNC(=O)c2cccs2)CC1	-11%	2	-3%[2.33 µM]	6%	1%	-4%	40%[activator]	5%	-11%
CC(=O)NC(c1cccs1)c1cc(Cl)c2ccccc2c1O (stereo unspecified)	-3%	0	3%[0.501 µM]	6%	x	16%	12%	-7%	-27%
COc1cccc(CNC23CC4CC(CC(C4)C2)C3)c1OCc1ccccc1	-30%	-1	-31%	1%	-5%	1%	31%	-5%	4%

From PubChem
